Assay outcomes deposited in PubChem BioAssay by The Scripps Research Institute Molecular Screening Center.
AHR act = activators of human aryl hydrocarbon receptor | activation, % at 5 µM | P35869 | 320,000 tested, 2.5% active | AHR-responsive luciferase reporter cells, luminescence; in the data active = activation above about 47%;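 also: 0% = vehicle wells and 100% = reference agonist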
core dimer inh = blocks dimerization of HCV core protein; TR-FRET GST/Flag-core106 dimerization, 1536-well; inhibition, % at 5 µM; 300,000 tested, 0.33% active;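 active = inhibition above the mean of all tested compounds plus 3 SD, set per screening campaign, cut at about 45% in these data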
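Material: GST/Flag-tagged HCV core106 proteins. Incubation: 4 h, 22.5 °C incubation. Read-out basis: inhibition (%) from 671 over 617 nm ratio. Measured by: TR-FRET, excitation 340 nm, emission 617 and 671 nm.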
Fh CTSL1 inh = cathepsin L1 inhibition, PFM18AAP counter-screen; recombinant F. hepatica cathepsin L1, Z-Leu-Arg-MCA fluorescence; inhibition, % at 5.96 µM; 300,000 tested, 0.49% active; AID 1906;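 active = inhibition above the mean of all tested compounds plus 3 SD, set per screening campaign, cut at about 17% in these data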;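 also: 0% = plate median of test compound wells and 100% = 1 µM Z-Phe-Ala-diazomethylketone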
procasp3 activ = procaspase-3 (human) activation. P42574. recombinant procaspase-3 D3A, Ac-DEVD-pNA absorbance 405 nm. activation, % at 8.5 µM. 330,000 tested, 0.11% active;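 active = activation above the mean of all tested compounds plus 3 SD, cut at about 21% in these data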;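 also: 0% = DMSO alone and 100% = DMSO wells spiked with extra 5 µM PC-3 D3A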
Target sequence (P42574 whole entry D9A/D28A/D175A): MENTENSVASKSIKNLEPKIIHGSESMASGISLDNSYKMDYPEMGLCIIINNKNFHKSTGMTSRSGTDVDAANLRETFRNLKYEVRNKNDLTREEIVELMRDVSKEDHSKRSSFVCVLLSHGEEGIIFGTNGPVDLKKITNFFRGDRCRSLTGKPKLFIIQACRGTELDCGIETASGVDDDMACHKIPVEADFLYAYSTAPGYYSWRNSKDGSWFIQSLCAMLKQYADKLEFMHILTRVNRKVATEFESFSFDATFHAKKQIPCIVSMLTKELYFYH
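Assay system: Autoprocessing-dead procaspase-3 D3A mutant enzyme; also added: Ac-DEVD-pNA; doses: one concentration, 8.5 µM nominal, 0.8% DMSO; times: 1 h compound preincubation, 2 h substrate hydrolysis at 25 °C; technique: 405 nm absorbance of p-nitroaniline, reads at 0 and 120 min; measure: % activation between DMSO and enzyme-spiked controls; repeats: single replicate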
PP5 inh = inhibitors of human protein phosphatase 5 (PP5). P53041. purified PP5c, OMFP substrate fluorescence. inhibition, % at 6.7 µM. 320,000 tested, 0.18% active. AID 1987;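 active = inhibition above the campaign's mean inhibition across all tested compounds plus 3 SD, cut at about 9.5% in these data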;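 also: 0% = DMSO only and 100% = 100 µM cantharidin control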
proCasp7 act = counter-screen for procaspase-3 activators: activators of human procaspase-7 | P55210 | recombinant procaspase-7, Ac-DEVD-pNA absorbance 405 nm; D23A/D198A/D206A triple mutant, cannot self-cleave; scale: DMSO 0, 5 µM enzyme 100 | activation, % at 8.5 µM | 330,000 tested, 0.093% active | AID 463210;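 active = percent activation above the screen-wide mean plus 3 SD, cut at about 25% in these data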
Target sequence (P55210 whole entry D23A/D198A/D206A): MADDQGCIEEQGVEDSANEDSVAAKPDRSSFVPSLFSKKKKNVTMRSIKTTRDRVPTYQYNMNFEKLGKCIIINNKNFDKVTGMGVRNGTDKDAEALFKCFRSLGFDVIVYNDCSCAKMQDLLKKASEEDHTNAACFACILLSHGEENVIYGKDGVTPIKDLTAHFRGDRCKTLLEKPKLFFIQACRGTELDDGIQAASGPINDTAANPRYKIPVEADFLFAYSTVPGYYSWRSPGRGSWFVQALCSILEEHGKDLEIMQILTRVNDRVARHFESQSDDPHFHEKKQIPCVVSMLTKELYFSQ
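Material: Procaspase-7 triple mutant (PC-7 D3A) | Quantity: 2 µM procaspase-7 mutant as dispensed | Reagent: DEVD-pNA substrate | Times: 1 h preincubation, 2 h reaction | Technique: 405 nm absorbance of p-nitroaniline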
PAFAH2 FP inh = inhibitors of human PAFAH2 | Q99487 | inhibition, % at 3.39 µM | 340,000 tested, 0.99% active | recombinant PAFAH2, FP-rhodamine activity probe, fluorescence polarization;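 active = inhibition above the mean over all tested compounds plus 3 SD, cut at about 30% in these data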;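 also: inhibitors block probe labeling of enzyme so polarization drops; 0% = enzyme with DMSO and 100% = wells lacking PAFAH2 protein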
PP1 counter = blocks human PP1-alpha phosphatase, a PP5 counter-screen; purified PP1alpha, OMFP fluorescence; inhibition, % at 6.7 µM; 320,000 tested, 0.9% active; AID 2235;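 active = inhibition above the mean inhibition of all tested compounds plus 3 SD, computed separately for each screening campaign, cut at about 15% in these data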
Target sequence (P62136 whole entry, looked up): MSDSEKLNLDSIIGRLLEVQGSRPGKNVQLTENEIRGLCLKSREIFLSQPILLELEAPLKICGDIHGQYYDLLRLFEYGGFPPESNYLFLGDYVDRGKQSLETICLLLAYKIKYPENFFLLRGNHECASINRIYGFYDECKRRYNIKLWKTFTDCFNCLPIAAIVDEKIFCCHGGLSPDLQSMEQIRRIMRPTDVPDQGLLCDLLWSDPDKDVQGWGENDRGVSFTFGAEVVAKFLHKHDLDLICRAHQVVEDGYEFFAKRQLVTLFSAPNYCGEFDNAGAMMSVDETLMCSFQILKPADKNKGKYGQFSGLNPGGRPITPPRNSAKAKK
TPT1 inhibitor = inhibitors of Candida albicans tRNA 2'-phosphotransferase TPT1; recombinant caTPT1, FP RNA substrate dephosphorylation; inhibition, % at 5 µM; 300,000 tested, 0.81% active; AID 1962;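 active = inhibition above the mean of all tested compounds plus 3 SD, set per screening campaign, cut at about 24% in these data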;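 also: plate controls were DMSO alone for no effect and ferristatin control at 100 nM for full effect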
Active calls of the source: *; nt = not tested or not shown.

canonical_smiles | AHR act | core dimer inh | Fh CTSL1 inh | procasp3 activ | PP5 inh | proCasp7 act | PAFAH2 FP inh | PP1 counter | TPT1 inhibitor
S=C(Nc1cccc(Cl)c1)N(CCCN1CCCC1)Cc1cccn1Cc1ccc(Cl)cc1 | 0 | -9 | 1 | -9 | 0.2 | -10 | -1 | 6 | -1
Cc1ccnc(SCc2nc3ccccc3s2)n1 | 18 | 5 | -7 | -5 | 2.4 | -9 | 4 | 1 | 4
COc1ccccc1N1CCN(C(=S)Nc2ccc3nc(N4CCOCC4)cc(C)c3c2)CC1 | 26 | 4 | 1 | -2 | 2.6 | -4 | 5 | -3 | 3
Cc1cccc(N2CCN(C(=O)NCc3ccc(F)cc3)CC2)c1C | 0 | -1 | -3 | 0 | 4.2 | -3 | 5 | 2 | -1
CCN(CC)CCCN(Cc1cc2cc3c(cc2[nH]c1=O)OCO3)C(=S)NC | 14 | -4 | -2 | 2 | 1.6 | -3 | -6 | 0 | 2
CNC(=S)N1C2CCCC1CC(NC(=O)c1ccc(F)cc1)C2 (stereo not drawn) | -1 | 2 | 0 | -8 | 1.6 | 5 | 3 | 0 | 2
COC(=O)C1=C(Nc2ccc(OC)cc2)C=C(C)C(C(=O)OC)C1c1ccc(C)cc1 (stereo not drawn) | 1 | 6 | 0 | -3 | -1.1 | -6 | 1 | -4 | -3
COC(=O)c1ccc(NC(=O)c2ccc3nsnc3c2)cc1 | -2 | 7 | -2 | -2 | 3.5 | 3 | -5 | 0 | -1
COc1ccc(Cl)cc1NC(=O)CSc1nc(=O)n(CCN(C)C)c2c1CCCC2 | 6 | 0 | 4 | -5 | 1.3 | 5 | 12 | -6 | -2
C=CCNC(=S)NC(CC(=O)OC)c1ccc2c(c1)OCO2 (stereo not drawn) | 4 | -2 | 3 | 10 | 0.8 | 4 | -2 | -5 | 0
COc1ccc(CCNC(=O)COC(=O)c2cc3ccccc3oc2=O)cc1OC | 11 | nt | nt | -3 | nt | -3 | 3 | nt | nt
O=C(O)/C=C/C(=O)Nc1ccc(N2CCOCC2)nc1N1CCOCC1 | -2 | 1 | -1 | -3 | 1.2 | -23 | -1 | 1 | -7
O=C(Oc1ccccc1)N1CCCC1 | -1 | 2 | -4 | 0 | 0.0 | -5 | 2 | -3 | 1
C/C=C(/C)C(=O)O[C@@H]1c2c(ccc3ccc(=O)oc23)O[C@@H]1C(C)(C)OC(=O)/C(C)=C\C | 5 | -9 | 4 | 5 | 4.0 | -3 | 2 | 4 | -3
COc1cccc(CN(C)C(=O)c2ccc3c(=O)n4c(nc3c2)CCC4)c1 | 2 | -1 | -1 | -3 | -1.2 | 7 | 3 | -6 | 3
Cc1nc(-c2ccc(Cl)cc2)sc1C1(C)CC(c2ccncc2)=NO1 (stereo not drawn) | 3 | -12 | -2 | 4 | 2.9 | -8 | -5 | -1 | 2
CC(C)CC1c2[nH]c3ccccc3c2CCN1C(=O)c1cnccn1 (stereo not drawn) | 16 | -3 | -4 | -6 | 4.2 | -4 | nt | 2 | -3
O=C(Cc1ccc(F)cc1)Nc1ccccc1N1CCCC1 | 2 | -22 | 16 | 5 | -2.5 | -2 | -4 | -2 | 3
CCNC(=S)NNc1nncc2ccccc12 | 9 | -2 | 0 | -2 | -1.0 | -5 | 10 | -1 | 3
O=C1c2c(O)cc(O)cc2O[C@H](c2ccc(O)c(O)c2)[C@@H]1O | -1 | -13 | 2 | 8 | -0.2 | -17 | nt | -3 | -1
Cc1c(C(=O)N2CCCCC2)c(S(=O)(=O)N2CCC(C)CC2)c(C)n1C | 0 | 2 | 0 | 1 | -0.5 | 14 | 5 | -1 | -5
Cc1cc2nccc(-c3ccccn3)n2n1 | 5 | -2 | -3 | 4 | 1.3 | 8 | 3 | 3 | -4
COCCNC(=O)C(c1cccs1)N(Cc1cccs1)C(=O)Cn1nnc2ccccc21 (stereo not drawn) | 6 | -6 | 11 | -2 | 1.9 | 5 | 4 | 3 | 0
CCOC(=O)C(NC(C)=O)(Nc1ccc(S(=O)(=O)Nc2cc(C)nc(C)n2)cc1)C(F)(F)F (stereo not drawn) | -1 | 2 | -1 | 9 | 0.1 | 11 | 1 | 2 | 0
COc1ccc(-n2c(N3CCN(C)CC3)nc3sc4c(c3c2=O)CCCCC4)cc1 | 2 | -3 | 9 | 4 | 1.2 | 4 | -10 | 0 | 1
CS(=O)(=O)NCCNc1ccc(Cl)cc1[N+](=O)[O-] | -1 | 5 | -1 | 6 | -0.3 | 7 | 2 | -2 | -2
CC(=O)Nc1ccc(S(=O)(=O)NNC(=O)c2ccc([N+](=O)[O-])cc2)cc1 | 0 | -2 | 2 | 2 | 0.9 | -3 | 5 | 5 | -2
Cc1nc(-c2ccccc2)cn2c1nc1ccccc12 | 77* | 1 | -4 | 1 | 1.8 | -2 | -7 | -3 | 2
CN1C(C(=O)NCC2CC2)CC2Cn3c(nc4ccccc43)C21 (stereo not drawn) | 7 | -7 | -9 | -19 | -5.5 | -6 | -2 | 2 | -3
O=C1c2ccccc2C(=O)N1Cc1nc2ccccc2c(=O)n1Cc1ccco1 | 1 | 6 | -2 | -6 | 4.2 | 6 | nt | 1 | 0
Cn1cc(Br)c(C(=O)n2cc(Br)cn2)n1 | 1 | -2 | -3 | -2 | 0.1 | -5 | 11 | -2 | -8
CCN=C1NN=C(c2ccc(C)cc2)CS1 | 7 | 5 | 0 | -2 | -0.2 | -8 | -4 | 1 | 20
COP(=O)(OC)c1nc(-c2cccc3ccccc23)oc1NCCc1ccccc1 | 11 | -2 | 3 | 13 | 4.2 | 17 | 4 | -2 | 5
CC1CC(NC(=O)c2ncn[nH]2)CC(C)(C)C1 (stereo not drawn) | 1 | -3 | 3 | -1 | 1.3 | -7 | 8 | -2 | -2
CCC(Sc1nc2cc3c(cc2c(=O)n1Cc1ccco1)OCO3)C(=O)Nc1cccc(OC)c1 (stereo not drawn) | 0 | 3 | 1 | 10 | -1.4 | 6 | -1 | 0 | -5
Cc1ccccc1NC(=O)COC(=O)CNC(=O)c1sc2ccccc2c1Cl | 0 | 8 | -8 | 4 | -1.3 | -4 | -2 | 2 | -2
CCCc1cc(-c2nc(N)ncc2-c2csc(C)n2)c(O)cc1OC | 4 | 1 | 5 | 10 | 5.1 | 3 | 0 | 0 | -1
CCCN(CCC)c1ncnc2c1cnn2-c1ccc(OC)cc1 | -4 | 0 | 3 | -1 | 1.3 | 2 | -4 | -1 | -1
COc1ccc(C(=O)N/C(=C\c2cccc([N+](=O)[O-])c2)C(=O)Nc2cccc(C(=O)O)c2)cc1 | 0 | -2 | 2 | 11 | -0.9 | -2 | -2 | -1 | -2
Cc1ccc(C(=O)N/N=C/c2cccc(OC(=O)/C=C/c3ccco3)c2)cn1 | 4 | 33 | -6 | 2 | 2.6 | 7 | nt | 0 | 5

New compounds follow:
Below each SMILES – AHR act	core dimer inh	Fh CTSL1 inh	procasp3 activ	PP5 inh	proCasp7 act	PAFAH2 FP inh	PP1 counter	TPT1 inhibitor
COc1ccc(Cl)cc1NC(=O)CN(C)C(=O)Cn1c(=O)oc2ccccc21
    3	0	11	6	0.9	5	-1	-2	3
CCOC(=O)C/C(C)=N/NC(=O)Nc1ccccc1
    30	0	-1	-3	0.1	-9	4	-3	0
COC(=O)c1c(NC(=O)CC2Sc3ccc(C(F)(F)F)cc3NC2=O)sc(C)c1C (stereo not drawn)
    0	3	-4	3	-1.0	4	-9	-5	-2
COc1cc(N)c(Cl)cc1C(=O)OCC(=O)NCC1CCCO1 (stereo not drawn)
    6	nt	nt	5	nt	-10	9	nt	nt
O=C1c2cccc(Cl)c2C(=O)N1c1ccccn1
    0	3	2	-6	-0.8	7	nt	0	1
COc1ccc(OC)c(/C=N/NC(=O)CCc2n[nH]c(=O)[nH]c2=O)c1
    60*	-8	5	-2	4.8	2	-2	-4	-7
Cc1cc2oc(=O)cc(CN3CCN(Cc4ccccc4)CC3)c2cc1O
    24	-7	0	0	3.6	12	-1	-3	-1
O=C(O)CCc1nc(-c2ccc(Cl)cc2)no1
    1	-3	-1	0	1.6	3	0	-3	-4
O=C(COC(=O)CNC(=O)c1ccccc1)Nc1ccc(F)c([N+](=O)[O-])c1
    -1	6	-5	-2	-2.0	5	1	0	-2
Cc1cccc(NC(=S)N(CCN(C)C)Cc2cc3cccc(C)c3[nH]c2=O)c1
    18	-6	-1	4	-1.5	12	-9	1	-2
COc1ccc(CCNC(=O)CN(c2ccc(OC)c(OC)c2)S(C)(=O)=O)cc1OC
    0	4	3	7	-1.6	6	0	-1	0
COc1ccc(NC(=O)C2CCCN2S(=O)(=O)c2cccs2)c([N+](=O)[O-])c1 (stereo not drawn)
    -1	-5	2	-1	0.4	9	3	-3	-3
COCCCC1CCN(Cc2nc(Cc3ccccc3Cl)no2)CC1
    -3	4	1	4	-2.0	2	6	0	0
Cc1ccc(C(=O)c2oc3ccccc3c2NC(=O)c2cc(-c3ccccc3O)n[nH]2)cc1
    51*	13	1	7	-0.5	-4	-38	2	6

Filtered by structure, the entries above containing a Cl atom
Below each SMILES – AHR act	core dimer inh	Fh CTSL1 inh	procasp3 activ	PP5 inh	proCasp7 act	PAFAH2 FP inh	PP1 counter	TPT1 inhibitor
S=C(Nc1cccc(Cl)c1)N(CCCN1CCCC1)Cc1cccn1Cc1ccc(Cl)cc1
    0	-9	1	-9	0.2	-10	-1	6	-1
COc1ccc(Cl)cc1NC(=O)CSc1nc(=O)n(CCN(C)C)c2c1CCCC2
    6	0	4	-5	1.3	5	12	-6	-2
Cc1nc(-c2ccc(Cl)cc2)sc1C1(C)CC(c2ccncc2)=NO1 (stereo not drawn)
    3	-12	-2	4	2.9	-8	-5	-1	2
CS(=O)(=O)NCCNc1ccc(Cl)cc1[N+](=O)[O-]
    -1	5	-1	6	-0.3	7	2	-2	-2
Cc1ccccc1NC(=O)COC(=O)CNC(=O)c1sc2ccccc2c1Cl
    0	8	-8	4	-1.3	-4	-2	2	-2
COc1ccc(Cl)cc1NC(=O)CN(C)C(=O)Cn1c(=O)oc2ccccc21
    3	0	11	6	0.9	5	-1	-2	3
COc1cc(N)c(Cl)cc1C(=O)OCC(=O)NCC1CCCO1 (stereo not drawn)
    6	nt	nt	5	nt	-10	9	nt	nt
O=C1c2cccc(Cl)c2C(=O)N1c1ccccn1
    0	3	2	-6	-0.8	7	nt	0	1
O=C(O)CCc1nc(-c2ccc(Cl)cc2)no1
    1	-3	-1	0	1.6	3	0	-3	-4
COCCCC1CCN(Cc2nc(Cc3ccccc3Cl)no2)CC1
    -3	4	1	4	-2.0	2	6	0	0
